EPAC2 antagonist – EPAC2 (human) antagonism. 0.18% of 360,000 active. Potency, µM (series often up to 114 µM), for inactives: at the top dose activity, negative = inhibition, most hits filed as inhibitors. EPAC2 GEF exchange of Rap1B-BODIPY-GDP, fluorescence; note: % is set by controls: 0 for no effect and ±100 for the full control effect; nearly all actives have a fitted effect of over 45% in size; many of its hits are not listed in these tables
EPAC2 agonist – activates human EPAC2 exchange factor. Q8WZA2. EPAC2 activation, biochemical qHTS; response scale: 100% = 6.5 mM cAMP response. Potency, µM (series often up to 154 µM), without a hit: at the top dose activation, usual class: activators. 0.079% of 360,000 active. AID 720711; note: nearly all actives have a fitted effect of over 50% in size
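Compounds were added across a concentration range to EPAC2 (100 nM), RAP1B-BODIPY-GDP (250 nM) and GDP (50 uM). After 5 min at room temperature, fluorescence was recorded at 5-min intervals for 30 min.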
EPAC1 agonist – EPAC1 (human) agonism; O95398; EPAC1 agonist qHTS, biochemical assay; response scale: 100% = response to 6.5 mM cAMP; Potency, µM (highest dose often 154 µM), without a hit: at the highest dose activation, actives largely listed as activators; 0.073% of 360,000 active; AID 720707; note: nearly all actives have a fitted effect of over 60% in size
Target sequence (O95398 whole entry, looked up): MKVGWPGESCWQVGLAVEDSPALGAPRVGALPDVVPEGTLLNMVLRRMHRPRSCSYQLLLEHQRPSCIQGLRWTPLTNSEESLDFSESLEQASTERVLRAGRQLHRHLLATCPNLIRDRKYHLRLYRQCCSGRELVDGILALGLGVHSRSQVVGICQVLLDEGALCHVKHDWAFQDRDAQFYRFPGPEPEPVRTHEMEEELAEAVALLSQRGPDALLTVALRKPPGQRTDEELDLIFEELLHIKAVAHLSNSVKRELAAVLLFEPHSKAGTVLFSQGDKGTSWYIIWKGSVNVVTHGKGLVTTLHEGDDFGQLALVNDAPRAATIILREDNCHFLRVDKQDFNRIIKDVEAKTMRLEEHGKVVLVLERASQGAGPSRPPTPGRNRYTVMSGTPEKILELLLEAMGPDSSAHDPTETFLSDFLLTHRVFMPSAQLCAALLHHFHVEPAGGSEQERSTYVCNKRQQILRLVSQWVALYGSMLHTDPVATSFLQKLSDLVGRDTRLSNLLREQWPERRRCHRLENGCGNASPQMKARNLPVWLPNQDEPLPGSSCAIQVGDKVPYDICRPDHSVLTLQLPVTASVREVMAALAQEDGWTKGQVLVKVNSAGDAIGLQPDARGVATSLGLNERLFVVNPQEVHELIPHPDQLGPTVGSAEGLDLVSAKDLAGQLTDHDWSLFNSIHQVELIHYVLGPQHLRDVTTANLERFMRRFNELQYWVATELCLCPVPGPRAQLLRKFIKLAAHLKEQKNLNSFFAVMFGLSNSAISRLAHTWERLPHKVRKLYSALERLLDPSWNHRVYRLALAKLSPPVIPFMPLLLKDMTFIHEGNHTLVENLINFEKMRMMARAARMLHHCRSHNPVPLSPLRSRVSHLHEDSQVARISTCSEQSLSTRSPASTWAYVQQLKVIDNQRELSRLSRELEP
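Nucleotide exchange by EPAC1 (100 nM) on Rap1B–BODIPY-GDP (250 nM) in the presence of 50 uM GDP is tracked fluorescently at 480/540 nm over 30 min. Signals are normalized to a 6.5 mM cAMP control.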
PTHR1 agonist – activates the human parathyroid hormone receptor PTHR1; Q03431; Potency, µM (highest dose often 115 µM), for inactives: at the highest dose activation, hits mostly activators; HEK293 GP2 PTHR1 cells, GloSensor cAMP luminescence, 1 h; AID 743266; 0.075% of 410,000 active; note: nearly all actives have a fitted effect of over 55% in size; some results filed as inactive show a strong effect at the top dose; inactives centre near -15; many of its hits are not listed in these tables
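HEK-293-derived GP2 cells expressing PTHR1 and a GloSensor cAMP reporter, 3,000/well, plated overnight, given luciferin plus IBMX (each 0.5 mM as added) for 1 h at 37 °C, then compound for 1 h at 37 °C. Luminescence was read after 15 min at room temperature.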
EPAC1 antagonist – antagonists of human EPAC1. Potency, µM (doses to about 115 µM), inactives show at the highest dose activity change, negative = inhibition, usual class: inhibitors. 0.14% of 360,000 active. EPAC1 GEF assay, Rap1b-BODIPY-GDP exchange fluorescence;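 note: plate controls were vehicle for no effect and positive control for full effect; nearly all actives have a fitted effect of over 50% in size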
aSyn rescue – alpha-synuclein toxicity inhibition in yeast | Yeast expressing alpha-synuclein, growth rescue, BacTiter-Glo, 24 h | Potency, µM (doses to about 46.1 µM), for inactives: at the top dose growth rescue (activation), usual class: activators | 0.14% of 370,000 active | AID 652106; note: % of control where 0% means no effect; nearly all actives have a fitted effect of over 65% in size
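Screening used galactose-induced yeast with toxic alpha-synuclein levels, exposed to compound for 24 hr at 30 deg C. Cell growth, read with BacTiter-Glo luminescence, gave the measured signal.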
FUS suppressor – rescues growth of FUS-expressing yeast; S. cerevisiae FUS-expressing, growth rescue, OD600, 24 h; Potency, µM (titrated, usually from 76.6 µM), inactives show top-dose growth rescue (activation), hits mostly activators; 0.24% of 390,000 active; AID 1347120;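 note: plate controls were DMSO vehicle for no effect and reference control for full effect; nearly all actives have a fitted effect of over 55% in size; some results filed as inactive show a strong effect at the top dose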
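S. cerevisiae expressing FUS from galactose induction served as the toxicity model. Growth after 24hr at 30C, read as absorbance at 600 nm, indicates suppression of toxicity; compounds dosed at several concentrations.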
TDP-43 yeast inh – TDP-43 toxicity inhibition in yeast. TDP-43 expressing yeast growth rescue, BacTiter-Glo, 24 h. Potency, µM (top dose mostly 46.1 µM), for inactives: at the top dose growth rescue (activation), most hits filed as activators. 1.8% of 410,000 active; note: % of control where 0% means no effect; nearly all actives have a fitted effect of over 50% in size
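Growth rescue of TDP-43-toxic yeast measured as ATP luminescence (BacTiter-Glo). Cells grown to mid-log in raffinose, induced in galactose at OD600=0.02, exposed to compound 24 hr at 30 deg C.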
The depositor's hits bear a star; i = inactive; ? = inconclusive; . = no result given; [ ] = dose if it differs, or a comment. Calls come from the whole dose curve; as a rule, active = well fitted curve in the direction sought with a large enough effect; inconclusive = small, poorly fitted or top-dose-only effect, or another doubt; inactive = no such curve, though single readings can be large; an effect the other way counts as inactive or inconclusive. Potency is the fitted concentration of half-maximal effect. Not all compounds are listed. The share of hits here may be higher or lower than overall.

SMILES	EPAC2 antagonist	EPAC2 agonist	EPAC1 agonist	PTHR1 agonist	EPAC1 antagonist	aSyn rescue	FUS suppressor	TDP-43 yeast inh
COCCCNC(=O)C1CCCN(S(C)(=O)=O)C1 (configuration not stated)	23%	-4%	-7%	5%	32%[activator]	-6%	17%	-28%
CC(=O)Nc1ccc(C(=O)NNC(=O)CCCCC(=O)NNC(=O)c2ccc(NC(C)=O)cc2)cc1	3%	15%	-6%	-13%	-4%	-2%	20%	0%
CC(=O)c1ccc(S(=O)c2ccccc2)cc1 (configuration not stated)	16%	4%	7%	i	27%	-9%	9%	0%
CCn1c(CC(=O)Nc2ccccc2)n[nH]c1=S	-6%	-4%	13%	0%	2%	1%	-16%	5%
CC(=Nc1ccccc1)c1sc2ccccc2c1O	-12%	16%	?	-43%[inhibitor]	-18%	-8%	.	?
Cc1ccc(S(=O)(=O)c2nc(S(C)(=O)=O)sc2NCC2CCCO2)cc1 (configuration not stated)	17%	10%	5%	0%[57.5 µM]	10%	-6%	-2%	-6%
O=C(O)c1cccc(Nc2ncnc3sccc23)c1	-29%	9%	11%	-20%	-25%	-5%	14%	-3%[9.22 µM]
COc1ccc(/C=C/C(=O)NC2CCCCCC2)cc1S(=O)(=O)N1CCOCC1	1%	12%	10%	-16%	-28%	-2%	30%	-28%
C=CCC1Cc2c(Br)cccc2C(CC=C)N1 (configuration not stated)	-17%	-6%	9%	21%	6%	2%	-24%	19%
COc1ccc(OCCSc2nc(N)cc(N)n2)cc1	-4%	5%	1%	-23%[57.5 µM]	0%	-1%	46%	-28%
CCCC(C)NC(=O)COC(=O)c1ccc2c(c1)C(=O)N(Cc1ccco1)C2=O (configuration not stated)	0%	-7%	-4%	-14%	2%	3%	3%	-18%
Cc1cccc(-c2n[nH]c(=S)n2C)c1	-7%	8%	1%	-3%	-7%	-1%	6%	12%
CC(C)(C)C1CCC(C(=O)NCC(c2cccs2)N2CCOCC2)CC1 (configuration not stated)	-8%	0%	-10%	-1%	10%	0%	42%	16%
COc1ccc2[nH]c(=O)c3c(c2c1)OC(C)(C)C=C3	-5%	-3%	-3%	-21%	-11%	-2%	0%	7%
COc1ccc(-n2ccc(-c3nn(-c4cccc(C(F)(F)F)c4)ccc3=O)n2)cc1	-1%	6%	-11%	-6%[57.5 µM]	-4%	0%	22%	-11%
CCOC(=O)CSc1nc(-c2cccs2)nc2c1c(=O)n(C)c(=O)n2C	28%	-4%	-7%	i	4%	0%	-27%	8%
CCN(CC)CCCNC(=O)c1cn(C)c(=O)c2c1c1ccccc1n2C	1%	0%	0%	i	-5%	0%	-11%	7%
CC(=O)Oc1c(Sc2ccccc2[N+](=O)[O-])c(C)nn1C(C)(C)C	50µM*	8%	10%	-3%	?	-32%[inhibitor]	-4%	?
O=C(CCC1CCCN(C(=O)c2ccc3cc[nH]c3c2)C1)NCc1ccc(F)c(F)c1 (configuration not stated)	-1%	2%	-1%	i	6%	0%	20%	-1%
CN(C)S(=O)(=O)c1cccc(NC(=S)Nc2ccc(Cl)cc2Cl)c1	-4%	0%	-3%	-15%	-8%	-6%	.	?
O=C(CSc1nnc(COc2ccc3c(c2)CCCC3)o1)Nc1ccc(F)cc1	13%	5%	-4%	-1%[57.5 µM]	0%	0%	22%	-14%
COc1ccc(C(=O)Nc2ccccc2C(=O)NCCN2CCOCC2)cc1OC	8%	9%	5%	-2%	-1%	-3%	11%	5%
CCOC(=O)c1c(NC(=O)/C=C/C(=O)O)sc(C)c1-c1ccc(C)c(C)c1	?	-9%	-8%	-32%[inhibitor]	?	-64%[inhibitor]	2%	-10%
COc1ccc(C(=O)Nc2cc(C)nn2-c2ccc(C)cc2)cc1	-6%	0%	-9%	i	0%	1%	-4%	12%
Cc1c(C(=O)N2CCC(C)CC2)sc2ncnc(N(C)c3ccccc3)c12	4%	12%	0%	-38%[inhibitor]	9%	11%	26%	?
COc1ccc(Br)cc1/C=C/C(=O)Nc1c(C)cccc1C	3%	0%	-5%	-2%[57.5 µM]	-3%	4%	25%	-11%
CCC(C)Sc1ccc([C@@H]2[C@@H]3C(=O)N(CC)C(=O)[C@@H]3[C@]3(C(=O)OC)CCCCN23)cc1 (some centres not stated)	-16%	-8%	10%	i	-9%	3%	18%	7%
CCN(CC)c1c([N+](=O)[O-])c(=O)oc2ccccc12	-1%	5%	0%	-6%	-17%	2%	-6%	-11%
CCOc1cccc(=O)c2c(C)n(CC(=O)c3ccccc3)c(C)c12	-7%	-3%	-4%	-18%	-30%	1%	32%	5%
CN1C=Nc2c(ncn2C2CCC(CO)O2)C1O (configuration not stated)	-2%	4%	18%	-24%	-18%	-2%	-16%	10%
O=C(NNc1nc(Nc2ccccc2)nc(N2CCOCC2)n1)Nc1ccc(Cl)cc1	9%	3%	-13%	-7%	-1%	1%	37%	2%
COc1cc(NC(=O)[C@H]2CCCN2S(=O)(=O)c2cccc3cccnc23)cc(OC)c1OC	-2%	16%	8%	i	2%	0%	6%	9%
CN(C(=O)c1cccc(NC(=O)Cc2cccc(NC(=O)C3CCN(C(=O)C4CCCC4)CC3)c2)c1)C1CC1	18%	6%	-21%	i	-1%	-1%	25%	4%
CCOc1ccc(C(=O)NCCC(=O)N2CCC3(CC2)NCCc2[nH]cnc23)cc1	6%	2%	1%	-56%[inhibitor]	?	-5%	-33%	-7%
CSCCC(NC(=O)c1ccccc1Br)C(=O)NNC(=O)c1cc(C)oc1C (configuration not stated)	0%	-4%	4%	-25%	-9%	-7%	-12%	-2%
COc1ccc(S(=O)(=O)Nc2ccc3c(c2)N(C(C)=O)CCC3)cc1	-5%	-5%	-4%	-29%	11%	-5%	14%	5%
COCCN(Cc1ccc(OC)cc1)c1c(C)nc2ccc(C(=O)NCCc3c[nH]c4ccccc34)cn12	-12%	10%	10%	i	-11%	-6%	7%	?
CCOC(=O)N1CCN(C(=S)Nc2cc(S(=O)(=O)N3CCOCC3)ccc2Cl)CC1	5%	9%	7%	-28%	7%	22%	-12%	1%
O=C(O)c1cc(NS(=O)(=O)c2ccc(F)cc2)cc(NS(=O)(=O)c2ccc(F)cc2)c1	3%	1%	-6%	-17%	21%	7%[1.84 µM]	9%	-1%
CN(CCCNC(=O)CN1C(=O)CC(C)(C)S(=O)(=O)c2ccccc21)C1CCCCC1	10%	-4%	-6%	-5%[57.5 µM]	14%	1%	16%	-16%
Cc1cc(C)cc(OCC(=O)Nc2ccc(N3CCN(C(=O)c4ccco4)CC3)cc2)c1	1%	3%	-6%	-2%[57.5 µM]	-1%	2%	16%	-6%
O=C(NCCCN1CCOCC1)c1sc2cc(F)ccc2c1Cl	2%	-1%	-5%	i	-8%	22%	-15%	-8%[0.397 µM]
CC(C)c1cc(Cn2c3ccccc3c(=O)n2C(C)C)on1	11%	7%	-19%	-20%	11%	-16%	-13%	14%
COc1ccc(/C=C2/CCCC(CN(C)C)C2=O)cc1 (configuration not stated)	9%	1%	-6%	-21%	12%	-1%	.	20%
CC(=O)c1ccc(NC(=O)Nc2ccc3c(c2)N(C)C(=O)CS3)cc1	-3%	7%	2%	-35%[inhibitor][57.5 µM]	-12%	3%	31%	3%
COc1cccc(-c2sc3ccccc3c2-c2ccc(OCCN3CCCC3)cc2)c1	-19%	13%	-12%	19%	-17%	-47%[inhibitor]	?	?
O=C(Nc1ccnn1C1CCN(Cc2ccccc2F)CC1)C1CCCC1	-3%	2%	-6%	10%	2%	-4%	.	14%
O=C1CC(=O)CC(c2ccco2)C1	-8%	-1%	0%	20%[57.5 µM]	-8%	25%	-34%	2%
COc1cccc(C(=O)NCc2ccc3c(c2)OCO3)c1OC	-2%	8%	5%	-12%	8%	14%	4%	?
CCc1ccc(NC(=O)CN2C(=O)COc3ccc(S(=O)(=O)N4CCCC4)cc32)cc1	-6%	-4%	-2%	-8%	-2%	0%	5%	-9%

Part of the list above, in markdown.
| smiles | EPAC2 antagonist | EPAC2 agonist | EPAC1 agonist | PTHR1 agonist | EPAC1 antagonist | aSyn rescue | FUS suppressor | TDP-43 yeast inh |
| --- | --- | --- | --- | --- | --- | --- | --- | --- |
| O=C(NCCCN1CCOCC1)c1sc2cc(F)ccc2c1Cl | 2% | -1% | -5% | i | -8% | 22% | -15% | -8%[0.397 µM] |
| CC(C)c1cc(Cn2c3ccccc3c(=O)n2C(C)C)on1 | 11% | 7% | -19% | -20% | 11% | -16% | -13% | 14% |
| COc1ccc(/C=C2/CCCC(CN(C)C)C2=O)cc1 (configuration not stated) | 9% | 1% | -6% | -21% | 12% | -1% | . | 20% |
| CC(=O)c1ccc(NC(=O)Nc2ccc3c(c2)N(C)C(=O)CS3)cc1 | -3% | 7% | 2% | -35%[inhibitor][57.5 µM] | -12% | 3% | 31% | 3% |

(next part)
SMILES	EPAC2 antagonist	EPAC2 agonist	EPAC1 agonist	PTHR1 agonist	EPAC1 antagonist	aSyn rescue	FUS suppressor	TDP-43 yeast inh
COC(=O)c1cc(S(=O)(=O)Nc2c(C)cccc2C)cn1C	-1%	11%	8%	-22%	-5%	9%	-22%	?
COc1ccc(CCN2CC34C=CC(O3)C(C(=O)NCc3ccccc3Cl)C4C2=O)cc1OC (configuration not stated)	-4%	8%	4%	-20%	-1%	-2%	35%	-14%
COc1ccc(NC(=O)c2cccnc2N2CCCC2)cc1	18%	4%	3%	0%[57.5 µM]	19%	-3%	18%	-29%
O=C(CCS(=O)(=O)c1ccccc1Cl)NCc1ccc(F)cc1	14%	5%	-6%	i	-1%	-1%	-1%	5%
COc1ccc(OC)c(NC(=O)CSc2nc3n[nH]c(C)c3c(=N)n2-c2cccc(Cl)c2C)c1	2%	17%	14%	-1%	-14%	4%	?	3%
O=C(Nc1nnc(-c2ccccc2)s1)c1ccccc1F	8%	0%	-6%	-7%	-5%	-5%	-14%	5%
O=C(CSc1nnc(SCc2ccc(Cl)cc2)s1)N/N=C/c1ccc(Cl)cc1Cl	-17%	7%	-1%	-54%[inhibitor]	-11%	-15%	-18%	-13%
COc1ccc2oc(C(=O)OCC(=O)N(Cc3ccccc3)C(C)(C)C)c(C)c2c1	-1%	3%	11%	-22%	1%	8%	11%	-3%
CCOc1ccc(C(=O)OCC(=O)Nc2cc(S(=O)(=O)N3CCOCC3)ccc2N2CCOCC2)cc1	4%	-4%	-7%	i	5%	-9%	-7%	8%
Cc1ccc(-c2[nH]c(-c3ccc(C(=O)O)cc3)nc2-c2ccccc2)cc1	-1%	6%	-3%	-36%[inhibitor]	-7%	-6%	.	-4%
COc1ncc(-c2ccc3c(c2)S(=O)(=O)c2cccc(C(=O)NCc4ccco4)c2C3=O)cn1	7%	5%	5%	i	-2%	7%	0%	8%

Assay outcomes deposited in PubChem by National Center for Advancing Translational Sciences (NCATS).
